PPARg SRC-3 ag: PPARgamma agonists recruiting SRC-3 coactivator, primary screen, biochemical; Peroxisome proliferator-activated receptor gamma (Homo sapiens), P37231; biochemical PPARgamma/SRC-3 coactivator recruitment assay; activation, % at 8 µM; 200,000 tested, 0.26% active; in the data active = activation above about 23%;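 also: 0% = DMSO and 100% = reference agonist; some compounds past the cut are filed as inactive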
SRC2 TRFRET art: TR-FRET signal artefacts, primary screen, artefact control for PPARgamma SRC-2 agonist project, biochemical | TR-FRET artefact counter-screen; active compounds read high | TR-FRET ratio at 8 µM | 200,000 tested, 0.4% active | AID 1049, 2008; in the data active = TR-FRET ratio above about 2000; also: inactives centre near 1500
ROMK mod: ROMK potassium channel modulators, primary screen, cell-based, thallium flux, MLSMR library; ATP-sensitive inward rectifier potassium channel 1 (Homo sapiens), P48048; Tet-inducible ROMK, thallium flux fluorescence; actives lie on both sides; B-score at 10 µM; 130,000 tested, 2% active; AID 1918, 2009;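 active = signal ratio slope over the read window, or its plate-corrected B-score, at least 3 SD from the plate mean, either direction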;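 also: B-score of the F/F0 ratio slope over 7 to 12 s after thallium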
Target sequence (P48048 whole entry, looked up): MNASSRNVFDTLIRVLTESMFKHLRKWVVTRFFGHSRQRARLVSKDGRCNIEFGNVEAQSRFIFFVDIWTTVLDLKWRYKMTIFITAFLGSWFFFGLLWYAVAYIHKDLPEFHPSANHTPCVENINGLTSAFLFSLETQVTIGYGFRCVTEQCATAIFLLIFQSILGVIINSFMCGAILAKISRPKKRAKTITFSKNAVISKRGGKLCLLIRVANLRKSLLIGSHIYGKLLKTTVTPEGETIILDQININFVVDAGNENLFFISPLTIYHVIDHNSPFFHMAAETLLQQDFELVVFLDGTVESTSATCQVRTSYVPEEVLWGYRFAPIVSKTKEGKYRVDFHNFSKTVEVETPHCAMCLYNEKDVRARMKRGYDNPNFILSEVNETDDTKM
PPARg SRC-2 ag: agonists of PPARg-SRC-2 recruitment, primary screen, biochemical, HTS | Peroxisome proliferator-activated receptor gamma (Homo sapiens), P37231 | activation, % at 8 µM | 200,000 tested, 0.34% active | PPARgamma LBD-SRC-2 recruitment; in the data active = activation above about 22%;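 also: 0% = vehicle and 100% = reference agonist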
Lmaj promast: Leishmania major promastigote growth inhibition, primary screen; Leishmania major promastigotes, resazurin fluorescence viability; inhibition, % at 10 µM; 200,000 tested, 9% active; AID 1063, 2008; in the data active = inhibition above about 50%;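 also: promastigotes grown with compound for 44 hours at 28 °C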
RAM inhibit: inhibitors of the yeast RAM network, primary screen, dse1pr::URA3 reporter, 5-FOA selection; S. cerevisiae dse1pr::URA3 reporter, 5-FOA growth OD615, 2 d; analog-sensitive cbk1-as2 kinase mutant strain; inhibition, % at 50 µM; 190,000 tested, 1.8% active; AID 868, 2007;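 active = inhibition above a set limit, 3 SD over mean compound inhibition, cut at about 8.4% in these data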;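 also: 0% = DMSO-only wells with no growth and 100% = 10 µM 1-NA-PP1 full growth; inhibition rescues growth on 5-FOA so higher OD means more RAM inhibition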
PPARg SRC1 recr: PPARgamma agonists recruiting SRC-1 coactivator, primary screen, biochemical | 200,000 tested, 0.41% active | Peroxisome proliferator-activated receptor gamma (Homo sapiens), P37231 | PPARgamma-SRC-1 coactivator recruitment biochemical assay | AID 631, 2007 | activation, % at 8 µM; in the data active = activation above about 19%;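 also: 0% = DMSO and 100% = reference agonist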
DTT redox prof: compounds producing H2O2 with reducing agent – biochemical, NIH compound library profiling, artefact control for MLSCN library redox annotation, primary screen. DTT-dependent redox cycling H2O2, phenol red/HRP absorbance; 100% = 100 µM peroxide control, 0% = buffer. activation, % at 10 µM. 200,000 tested, 0.03% active. AID 878, 2007;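 active = activation of at least 50% relative to the plate's high and low controls in the primary single-dose screen; inactive = activation below 50%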;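 also: compound incubated with DTT at 0.8 mM final as the reducing agent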
HMGR II inh: inhibitors of E. faecalis class II HMGR, primary screen, biochemical, Enterococcus faecalis. inhibition, % at 10 µM. HMG-CoA reductase (Enterococcus faecalis, mvaE). purified E. faecalis HMGR, NADPH absorbance 340 nm kinetic. 190,000 tested, 0.41% active;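 active = inhibition above a set limit, the median over all tested compounds plus 3 SD, cut at about 9.5% in these data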;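 also: enzyme runs in reverse so mevalonate oxidation gives rising NADPH absorbance; 0% = complete reaction with DMSO and 100% = background rate lacking mevalonate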
S1P3 antag: S1P3 receptor antagonists, primary screen, cell-based; 170,000 tested, 0.27% active; Sphingosine 1-phosphate receptor 3 (Homo sapiens), Q99500; inhibition, % at 4.98 µM; CHO S1P3 NFAT-BLA reporter, FRET fluorescence, antagonist mode;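 active = inhibition above the plate cutoff, the mean inhibition of test wells on that plate plus 3 SD, cut at about 28% in these data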;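 also: cells challenged with S1P at its EC80 of 0.8 µM; blue over green emission ratio from cleaved BLA substrate after 4 h stimulation; 0% = S1P-stimulated wells and 100% = unstimulated DMSO-only wells; some compounds past the cut are filed as inactive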
Target sequence (Q99500 whole entry, looked up): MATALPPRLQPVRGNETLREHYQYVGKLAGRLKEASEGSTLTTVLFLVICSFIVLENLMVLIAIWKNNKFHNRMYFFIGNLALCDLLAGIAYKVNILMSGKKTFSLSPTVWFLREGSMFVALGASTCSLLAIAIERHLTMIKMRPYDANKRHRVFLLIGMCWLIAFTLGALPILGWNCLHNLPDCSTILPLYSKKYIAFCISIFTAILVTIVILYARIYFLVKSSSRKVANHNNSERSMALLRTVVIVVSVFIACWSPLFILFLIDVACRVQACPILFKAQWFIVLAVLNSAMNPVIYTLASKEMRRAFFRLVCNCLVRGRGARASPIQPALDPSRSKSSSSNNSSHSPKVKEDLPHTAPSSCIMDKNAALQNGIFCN
bIAP inhibitor: bovine intestinal alkaline phosphatase inhibitors, primary screen, selectivity assay for TNAP inhibitor project, biochemical, bovine IAP, CDP-star luminescence; AID 1019, 2008; inhibition, % at 20 µM; 190,000 tested, under 10 active; purified bovine IAP, 30 min;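 active = over 50% inhibition of intestinal alkaline phosphatase at 20 µM in the single-dose screen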
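test system = bovine IAP enzyme | medium = DEA buffer 100 mM, pH 9.8, with MgCl2 1.0 mM, ZnCl2 0.02 mM | detection = luminescence | dosing = single compound dose of 20 µM, 2% DMSO final | incubation = 30 min reaction at room temperature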
Starred values were filed as active, the others as inactive; x = not tested or not shown.

SMILES	PPARg SRC-3 ag	SRC2 TRFRET art	ROMK mod	PPARg SRC-2 ag	Lmaj promast	RAM inhibit	PPARg SRC1 recr	DTT redox prof	HMGR II inh	S1P3 antag	bIAP inhibitor
O=C(C1=C[C@@H](c2coc3ccccc3c2=O)C[C@@H](OCCCCO)O1)N1CCN(Cc2ccc3c(c2)OCO3)CC1	0	1459	x	5	13	-0.8	-1	-1.0	0	-9	-9
O=C(NCC1CCCO1)C1CCN(C(=O)c2ccc(Br)cc2)CC1 (stereo not drawn)	8	1478	0.12	1	-1	2.7	4	1.2	2	4	6
COC(=O)C1CCN(S(=O)(=O)c2cn(C)c(=O)n(C)c2=O)CC1	-2	1498	x	-3	-6	2.0	3	-0.9	-5	x	20
O=C(CSc1nnc(-c2cccnc2)n1C1CCCCC1)NC1CCCCC1	6	1645	0.63	7	-6	0.8	2	0.8	-5	-23	-7
CSc1c(C#N)c(N)c(C#N)c2c1COC(C)(C)C2	6	1462	-1.2	10	1	-0.3	9	2.2	-3	-4	3
Cc1nnc(SCC(=O)Nc2ccc(-c3nc4ccccc4s3)cc2)s1	-2	1510	-1.8	-3	25	1.9	0	1.2	-6	4	-10
CCCN1C2CCCC1CC(NC(=O)c1cc(OC)c(OC)c(OC)c1)C2 (stereo not drawn)	-2	1494	0.21	-7	7	1.1	7	-0.1	-1	-26	-10
Cc1ccc(N(C(=O)Cn2nnc3ccccc32)C(C(=O)NC2CCCCC2)c2cn(C)nc2C)cc1 (stereo not drawn)	4	1581	1	1	8	4.9	10	3.6	-1	12	-4
O=C(NC(=S)Nc1ccccc1N1CCOCC1)c1ccc(-c2cc(Cl)ccc2Cl)o1	-4	1490	x	-6	6	3.3	5	0.6	-7	-5	-289
NC12NC(=O)C3(O)C4C5CC(C6C5C3C61)C42 (stereo not drawn)	-2	1560	0.36	2	-5	0.1	-1	-0.6	1	-15	-10
CCOC(=O)CSc1nc(C)cc(C)c1C(N)=O	-1	1507	-0.31	0	-3	1.7	-9	-1.1	-5	8	9
O=C(O)C12C[C@H]3C[C@@H](C1)CC(n1ncc(N4CCN(c5ccccc5)CC4)c(Cl)c1=O)(C3)C2	2	1653	-0.21	2	43	-0.1	2	4.1	-1	-14	13
CCC(C)NC(=O)CNS(=O)(=O)c1ccc(C)cc1 (stereo not drawn)	3	1592	0.24	1	-6	0.8	6	-0.7	-1	x	-9
COCCn1c(C)cc(C2=NNC(=Nc3ccc(OC)cc3)SC2)c1C	-8	1708	x	-4	-5	2.7	7	-3.5	-2	x	-6
CCOC(=O)Oc1ccc2c(=O)c(Oc3cccc(C)c3)coc2c1	-6	1730	x	2	-10	-0.8	-5	-2.9	-4	x	16
Cc1ccc2[nH]c(C)c(CCNC(=O)C3CCCCC3C(=O)OCC(F)(F)F)c2c1 (stereo not drawn)	0	1466	0.12	-8	43	3.0	-4	0.4	-2	-5	-19
CC(C)OCC(O)CN1CCN(C(c2ccccc2)c2ccccc2)CC1 (stereo not drawn)	5	1497	-0.04	8	1	2.1	12	-0.2	-8	1	-6
COc1ccc(NC(=O)C2CCN(C(=O)NC3CCCCC3)CC2)c(OC)c1	0	1403	x	2	-11	0.4	2	2.8	-4	-12	6
COc1ccc2c(c1)CC(=O)NC=C2	-2	1405	-0.33	8	-2	-1.0	-5	0.9	-5	-6	13
COc1cc(NC(=O)CN(c2cc(C)cc(C)c2)S(=O)(=O)c2c(C)noc2C)cc(OC)c1	10	1707	x	11	10	2.8	-4	0.1	-7	4	10

(cont.)
SMILES	PPARg SRC-3 ag	SRC2 TRFRET art	ROMK mod	PPARg SRC-2 ag	Lmaj promast	RAM inhibit	PPARg SRC1 recr	DTT redox prof	HMGR II inh	S1P3 antag	bIAP inhibitor
CCOC(=O)CN1CC23C=CC(O2)C(C(=O)Nc2ccc(C(C)=O)cc2)C3C1=O (stereo not drawn)	1	1475	x	6	-8	0.7	2	-0.3	-1	-32	8
Cc1cccn2c(=O)c3cc(C(=O)NC(C)C)c(=N)n(Cc4ccncc4)c3nc12	0	1781	x	6	15	0.5	7	-2.7	2	-29	5
Cc1cc(=O)[nH]c(SCC(=O)Nc2ccc(Br)cn2)n1	0	1563	1.5	5	1	-0.4	5	-1.9	-2	-33	12
COC(=O)C1CCN(C(=O)c2cc(=O)[nH]c3ccccc23)CC1	-3	1755	-0.86	8	-3	2.2	4	-0.6	-2	5	-5
Cc1cc(C(F)(F)F)n2nc(C(=O)O)c(Cl)c2n1	-1	1707	x	8	-6	1.3	0	-1.4	-4	-1	0
S=C(NCc1ccco1)Nc1cccc(Cl)c1	22	1486	x	9	16	-0.3	16	-1.1	-1	x	13
COCCCNCCCCOc1ccc(OCc2ccccc2)cc1	-1	1613	-1.2	-1	99*	1.6	9	-0.5	3	4	-1
N#Cc1sc2nc(-c3cccs3)cc(-c3ccccc3)c2c1N	6	1681	x	2	1	7.9	4	-6.0	0	x	9
CCN(CCO)C(=S)Nc1cc(C(=O)OC)ccc1C(=O)OC	3	1637	0.067	9	-8	0.4	-1	-0.1	-2	7	-12
C/C(=N\S(=O)(=O)c1ccc(C)cc1)N1CCN(S(=O)(=O)c2ccccc2)C1C(C)C (stereo not drawn)	-3	1600	-0.065	0	15	2.3	-3	0.3	-1	x	-4
O=C(COC(=O)c1ccccc1)Nc1cc(Cl)ccc1Oc1ccccc1	-1	1587	x	2	-2	4.7	-10	0.3	-4	-20	12
CCN1CCN(Cc2c(O)ccc3c2O/C(=C\c2ccc(C)cc2)C3=O)CC1	5	1569	-5.7*	-6	27	-0.8	-2	-0.7	-4	-9	1
Cc1ccccc1NS(=O)(=O)c1cc(C(=O)NCc2ccco2)ccc1C	7	1455	-1.8	-3	59*	1.6	0	3.5	-7	17	4
Cc1cccc(/C(N)=N/OC(=O)Cc2ccccc2)c1	-5	1391	-0.29	3	-3	-0.6	-5	-0.2	2	-15	-11
CSc1nc(-c2ccc(Cl)cc2)nn1C(=O)c1ccco1	-5	1520	-0.79	2	-1	-0.4	6	0.7	-6	x	20
Cc1cc(C)n(-c2ccc(C)c(Cl)c2)n1	-1	1558	-0.59	-7	5	-0.4	-10	-0.3	0	-13	3
COC(=O)c1ccccc1Oc1ccc(NC(=O)C(C)(C)CCl)cc1	0	1644	-0.027	-6	37	-0.6	-2	-0.9	-2	1	-12
NNC(=O)CN1C(c2ccccc2Br)=Nc2ccc(Br)cc2C1c1ccccc1 (stereo not drawn)	3	1453	0.18	-1	2	2.1	5	-0.1	1	-6	2
Cc1ccc(C(=O)Nc2ccc3c(c2)nc2n3CCSC2)cc1	-3	1480	x	-2	4	0.2	3	-2.2	0	8	10
O=C(CSc1ccc2c(c1)OCCO2)Nc1ncc(Cl)cc1Cl	6	1465	x	2	17	0.3	9	-12	0	x	20

(listing goes on)
SMILES	PPARg SRC-3 ag	SRC2 TRFRET art	ROMK mod	PPARg SRC-2 ag	Lmaj promast	RAM inhibit	PPARg SRC1 recr	DTT redox prof	HMGR II inh	S1P3 antag	bIAP inhibitor
Clc1ccc2c(NCc3ccccn3)ncnc2c1	-2	1535	x	0	3	-0.5	3	2.7	-3	x	-3
CC(C)C(NC(=O)OCc1ccccc1)C(=O)OCC(=O)NCc1ccco1 (stereo not drawn)	-3	1636	x	-1	-3	0.8	5	2.1	1	1	-5
O=C(COC(=O)Cc1n[nH]c(=O)c2ccccc12)Nc1cccc(C(F)(F)F)c1	-2	1658	-0.87	4	0	5.0	9	-0.4	-3	1	-12
c1ccc(-c2nc(NCc3cccnc3)c3oc4ccccc4c3n2)cc1	0	1531	0.046	1	88*	1.7	6	0.4	-6	9	-2
CC(C)C(NC(=O)COc1ccccc1)C(=O)O (stereo not drawn)	0	1600	x	8	-3	1.2	7	0.1	0	x	14
COC(=O)Cn1nc(-c2ccc(C)c(S(=O)(=O)N(C)C)c2)c2ccccc2c1=O	10	1573	x	10	8	3.7	1	-2.1	0	-4	2
COC(=O)CCC(=O)N1CCOCCOCCN(C(=O)CCC(=O)OC)CCOCCOCC1	5	1532	-0.62	4	-5	0.1	2	1.1	-5	x	0
CCNC(=O)N(C(=O)NCC)n1c(C)nnc1C	-6	1510	0.68	2	18	1.1	0	-0.7	0	x	2
COc1ccc2c(c1)OC/C(=C/c1cccs1)C2=O	3	1545	x	4	3	1.6	9	0.0	2	-5	2
c1ccc(N2CCN(c3ccccc3)C2c2cccnc2)cc1	7	1466	x	-1	92*	1.9	7	0.6	1	x	-9
N#Cc1cc2cc3c(cc2nc1N1CCCCC1)OCCO3	7	1413	x	1	1	2.4	1	0.2	1	-37	-5
Cc1nc2ccccn2c1C(=O)N/N=C/c1ccc2c(c1)OCO2	-3	1395	x	-6	4	0.7	-8	0.0	-3	14	-39
O=C(N/N=C/c1c[nH]c2ccccc12)C1COc2ccccc2O1 (stereo not drawn)	-3	1545	x	5	-2	0.5	6	0.4	-4	-3	8
CCCCOCCCNC(=O)c1ccc2c(c1)OCO2	8	1577	x	13	-6	-0.1	-6	3.3	-4	-16	8
COc1cccc(C(=O)Cn2c(N3CCOCC3)nc3c2c(=O)n(C)c(=O)n3C)c1	4	1738	1.9	8	-4	2.0	5	-1.5	-4	-22	8
O=C1CCNc2cc3ccccc3cc21	13	1531	x	4	15	0.3	-7	0.7	0	4	26
CCn1c(-c2ccco2)nc2ccccc21	-14	1630	-0.04	5	4	-0.3	1	0.3	-7	9	0
Cc1cccc(N2CCN(C(=O)CSc3ccsc3[N+](=O)[O-])CC2C)c1 (stereo not drawn)	4	1458	x	-3	64*	0.8	-6	0.3	-12	9	34
Brc1ccc(-c2csc(N/N=C/c3cccnc3)n2)cc1	2	1550	-1.6	3	-5	1.3	1	-1.9	-3	-6	-7
Cc1nc(SCC(=O)Nc2cc(C)on2)c2c(=O)n(C)c(=O)n(C)c2n1	-1	1506	x	0	-4	4.8	-1	-0.3	-1	6	0
CCCc1c(O)nc(SCCN(CCC)CCC)[nH]c1=O	0	1591	x	-6	-7	0.2	4	-1.3	-6	-18	9

Source: PubChem (several laboratories)
